Screens: PubChem BioAssay, several laboratories
Insulin prom up – MIN6 insulin promoter up-regulation; MIN6 insulin promoter-GFP reporter, high-content imaging; stronger effect = higher value; z-score at 5 µM; 190,000 tested, 0.3% active; AID 1625;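 active = z-score above 3 at 5 µM with at least 500 cells counted in the well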
Yfh1-off respiration – mitochondrial function rescue without frataxin homolog – Friedreich's ataxia, plus single-dose screen, dose response (AID 1465). S. cerevisiae Yfh1-off respiration, WST-1 reduction, 72 h; higher fold induction means a stronger effect. fold induction at 50 µM, or EC50 in µM where a hit was titrated. 220,000 tested, 0.074% active;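 active = fold induction of absorbance versus untreated yeast above a set limit, then at least 30% activation at any dose in follow-up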;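 note: activators that raise dye reduction in frataxin-depleted yeast; strong numbers were not always called active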
Lipid droplet – hepatic lipid droplet formation modulation. AML12 mouse hepatocytes, oleate lipid droplets, BODIPY imaging. inhibition, % at 6.5 µM. 240,000 tested, 0.4% active. AID 1656;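 active = lipid droplet intensity inhibited by at least 50%, with more than 500 cells counted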
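Material – AML12 mouse liver cells · Also added – oleate loading, 100 µM · Compound dosing – 6.5 µM single-point dosing · Times – overnight treatment with compound plus oleate · Measured by – fluorescence imaging, 20x objective, two fields per well · Read-out – percent inhibition of filter-corrected integrated lipid droplet intensity per well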
b-catenin transl – beta-catenin nuclear translocation modulation; HeLa beta-catenin nuclear translocation, immunofluorescence imaging; nuclear translocation activity, % at 5 µM; 190,000 tested, 0.3% active;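 active = nuclear translocation activity above 50% at 5 µM, with a well cell count of 50 or more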;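 note: per-cell ratio of nuclear to cytoplasmic median beta-catenin stain intensity; plate controls were DMSO negative control for no effect and GSK-3 inhibitor IX positive control for full effect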
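Test system: human HeLa cell line; Doses: 5 µM primary, 0.02–20 µM confirmation; Incubation: 24 h compound exposure, 37°C; Detection: beta-catenin immunofluorescence imaging with DAPI; Read-out: beta-catenin nuclear/cytoplasmic ratio, % activation.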
WT yeast gro inh – growth inhibition of WT yeast, mitochondrial fusion screen; 190,000 tested, 2.1% active; inhibition, % at 10 µM; mitochondrial fusion phenotypic screen, WT strain; AID 1362; in the data active = inhibition above about 58%; tested in S. cerevisiae
Autophagy mod – autophagy modulation, high-content screen | calls only at 10 µM (by protocol) | 190,000 tested, 0.98% active | MEF GFP-LC3 puncta imaging; test concentration mostly 10 µM;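 active = percentage of spot-positive cells more than 3 SD above its plate mean, without a fluorescence outlier flag or 80% toxicity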;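 note: spot-positive cell cutoff set from DMSO-treated cells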
NOD2 inhibition – NOD2 signaling inhibitors, cell-based, luminescence, uHTS, HEK293 (AID 1566); HEK293 NOD2/NF-kB luciferase reporter, luminescence; higher % means a stronger effect; inhibition, % at 4 µM; hits with a dose series show EC50 in µM; 290,000 tested, 0.63% active; in the data active = inhibition above about 50%; note: many of its hits are not listed in these tables
MT stabilizer – microtubule stabilizers in HeLa cells; HeLa tubulin immunostaining HCS, 24 h; share of cells brighter than vehicle mean+2SD; % tubulin-high responders, % at 10 µM; 200,000 tested, 0.83% active;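 active = plate Z-score above 3 for both tubulin-high and condensed-nucleus cell shares, with cell loss under 80%, at 10 µM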;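 note: anti alpha tubulin signal scored within the nucleus-defined area of each cell; some results filed as inactive read as strong as hits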
Dynein cargo inh – dynein cargo transport inhibition. 3617.4 mouse cells, GR-EGFP nuclear translocation imaging; test concentration mostly 20 µM; stimulated with dexamethasone, 1 µM; stronger effect = lower value. z-score, hits read low. 220,000 tested, 0.47% active. AID 1381;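 active = plate z-score of nuclear minus cytoplasmic receptor signal below a set negative limit, without overly bright fluorescence or cell loss, cut at about -3.5 in these data, passing the limit was not always enough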;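 note: z-score of nuclear minus cytoplasmic ring GR-EGFP intensity difference per well; some compounds called inactive have numbers as strong as hits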
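Buffer or medium: tetracycline-free induction medium containing charcoal-stripped FBS / Reagent: dexamethasone agonist, 1.0 µM final, for 30 min / Technique: automated 10x imaging of fixed Hoechst-stained cells / Times: induction 48 h, compound 1 h, agonist 30 min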
WT yeast gro inh mutant strain – second read-out of WT yeast gro inh, no call of its own (marks repeat the call); inhibition, %; mitochondrial fusion phenotypic screen, mutant strain inhibition
Dynein cargo inh cytoplasmic EGFP – also measured in Dynein cargo inh; calls as there; z-score; measured here: cytoplasmic GR-EGFP intensity; stronger effect = higher value
Dynein cargo inh nuclear GR-EGFP – further read-out of Dynein cargo inh, marked with its call; z-score; measured here: nuclear GR-EGFP intensity;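 lower value marks the stronger effect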
Dynein cargo inh cell count – further read-out of Dynein cargo inh, marked with its call; z-score; measured here: cell count per field
Insulin prom up cell count – also measured in Insulin prom up; calls as there; cell count; measured here: cytotoxicity, nuclei count;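 total cells summed across four imaged fields per well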
Lipid droplet cells 6.5 µM – further read-out of Lipid droplet, marked with its call; cell count; measured here: cell count, cytotoxicity flag;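 cells counted across two imaged fields per well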
b-catenin transl cell count 5 µM – also measured in b-catenin transl; calls as there; cell count; measured here: cell count, cytotoxicity flag
MT stabilizer Hoechst-high % – also measured in MT stabilizer; calls as there; % Hoechst-high responders; measured here: nuclear condensation Hoechst responders;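 share of cells brighter than vehicle mean plus two SD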
MT stabilizer cytotoxicity % – second read-out of MT stabilizer, no call of its own (marks repeat the call); toxicity, %; measured here: cytotoxicity by cell density;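 0% = mean cell density of plate MIN control wells and 100% = no cells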
Autophagy mod cell loss 18 h – also measured in Autophagy mod; calls as there; toxicity, %; measured here: cell loss, nuclei count;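 cell loss after 18 h compound exposure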
Active calls of the source: *; i = inactive; · = not tested or not shown; & = joins results of further samples.

SMILES	Insulin prom up	Insulin prom up cell count	Yfh1-off respiration	Lipid droplet	Lipid droplet cells 6.5 µM	b-catenin transl	b-catenin transl cell count 5 µM	WT yeast gro inh	WT yeast gro inh mutant strain	Autophagy mod	Autophagy mod cell loss 18 h	NOD2 inhibition	MT stabilizer	MT stabilizer Hoechst-high %	MT stabilizer cytotoxicity %	Dynein cargo inh	Dynein cargo inh cytoplasmic EGFP	Dynein cargo inh nuclear GR-EGFP	Dynein cargo inh cell count
C=CCn1c(-c2csc3ccccc23)n[nH]c1=S	-0.72	1006	i	-0.2	745	-1.7	993	3.2	2.7	i	32.5	-1.2%	1.7	1.2	5.1	-1.01	-0.153	-0.28	0.341
CCOC(=O)C1=C(c2ccccc2)N=c2s/c(=C\c3cccc(O)c3)c(=O)n2C1c1cccs1 (stereo not drawn)	·	·	·	-17.2	690	-8.3	1202	12.8	-4.7	i	11.2	22.1%	2.5	0.3	14.1	-0.354	-0.0773	0.297	1.38
NCCc1cnc[nH]1	·	·	i	-19.1	715	·	·	-9.7&1.3	-17.7&-17.8	i	-8.1&25.3	10.8%	3.4&2.6	2.3&3.3	8.0&9.0	1.65&-0.0441	0.296&-0.224	1.22&0.451	-0.45&0.34
O=C(CN1C(=O)C2C3CC(C(Br)C3Br)C2C1=O)Nc1ccc(C(=O)O)cc1 (stereo not drawn)	0.54	1461	i	·	·	-0.9	1288	·	·	·	·	11.7%	·	·	·	-1.11	-0.284	-0.746	1.35
CC(C)(C)c1nnc(NC(=O)C2c3ccccc3Oc3ccccc32)s1	0.07	898	i	17.8	678	0.1	1354	·	·	·	·	-5.4%	·	·	·	0.182	-0.124	0.547	-0.356
CC(=O)Nc1sc2c(c1C(c1ccc(F)cc1)N1CCOCC1)CCCC2 (stereo not drawn)	-0.98	941	i	16.7	802	-3.6	1219	0.4	-2.1	i	30.4	4.6%	3.6	1.4	7.1	-0.958	-0.0729	-0.237	0.0672
CCC(=O)c1ccc(OCCn2cncn2)cc1	-0.5	1366	i	2.6	713	·	·	8.4	2.3	i	-5.5	-18.1%	3.0	2.2	4.7	0.417	-0.182	0.303	-0.967
CC1(C)CC(C(CC(=O)O)c2ccccc2)CCO1 (stereo not drawn)	·	·	i	·	·	-1.2	711	-1.0	9.9	i	-12.0	12.4%	2.8	2.3	7.8	-0.584	-0.292	-0.0663	0.58
CCC(=O)NC(=S)NNC(=O)c1ccccc1[N+](=O)[O-]	-0.03	1235	i	6.0	711	4.0	1021	-2.4	-0.9	i	-2.8	1.1%	1.1	2.7	4.3	-1.11	-0.208	-0.766	0.139
C/C(=C\C(=O)OCC(=O)NCc1ccccc1)C(=O)OCC(=O)NCc1ccccc1	0.18	1223	i	16.4	704	-1.2	949	0.1	11.5	i	-7.8	25.8%	4.6	2.3	10.5	0.494	-0.159	0.392	-0.559
CCOC(=O)C1CCCN(Cc2c(F)cccc2Cl)C1 (stereo not drawn)	-0.07	1244	i	-15.7	711	·	·	2.1	3.7	i	-4.5	6.5%	3.4	1.8	5.3	-1.13	-0.279	-0.77	0.865
CCOc1ccccc1NC(=O)NCCC1=CCCCC1	0.43	1482	i	-7.0	692	-0.9	1519	16.4	17.1	i	17.1	13.4%	1.7	1.2	9.4	-0.34	-0.154	-0.159	0.519
O=[N+]([O-])c1ccc(N2N=C(c3ccco3)CC2c2ccccc2)cc1 (stereo not drawn)	·	·	i	·	·	2.1	1319	-24.3	10.4	i	4.7	6.2%	3.7	1.6	2.8	0.229	2.06	0.225	-0.25
N#C/C(=C/c1ccc(F)cc1)c1nnc(NC(=O)c2ccccc2)s1	0.38	1000	i	-1.7	683	-0.5	1301	·	·	·	·	8.6%	·	·	·	0.102	-0.253	0.698	-0.571
CCOC(=O)N1CCN(C(=O)c2ccc(OC(C)=O)cc2)CC1	-0.33	1092	i	-12.9	699	-1.9	1100	13.8	1.3	i	9.3	-10.2%	2.0	1.5	0.8	2.15	-0.121	1.7	-2.01
COc1ccc2c(c1OC)C(=O)c1ccccc1C2=O	·	·	i	6.5	728	3.3	1008	18.4	28.7	i	-3.2	-30.6%	1.8	1.9	5.7	0.972	-0.211	0.621	-0.271
O=C(O)C1CC=CCC1C(=O)Nc1cccnc1 (stereo not drawn)	0.43	1502	i	18.5	746	0.1	1480	5.3	1.2	i	-5.0	8.1%	2.5	3.1	5.5	-0.904	-0.182	-0.632	-0.385
COc1ccc(-c2cc(C(F)(F)F)n3nc(C(=O)Nc4cc(C)on4)cc3n2)cc1OC	-0.58	1097	·	-0.6	642	1.9	968	8.5	-21.3	i	-5.3	8.0%	2.4	1.5	5.4	0.454	-0.168	0.434	0.127
Cn1c(C(=O)NCc2cccnc2)cc2sccc21	-0.13	1260	i	-9.9	702	·	·	-15.2	-8.1	i	2.9	-4.1%	2.5	2.5	7.4	-1.15	-0.288	-0.471	0.0836
COc1cccc(CNC(=O)CCC2CCCN(C(=O)c3csc(C(C)C)n3)C2)c1 (stereo not drawn)	-1.27	1454	i	-22.3	720	-2.3	977	-9.2	-5.7	i	14.4	9.5%	5.6	1.3	3.9	-0.462	-0.228	-0.414	0.0625
CCc1n[nH]c(=S)n1/N=C/c1c(C)nn(-c2ccccc2)c1Cl	-1.81	1197	i	6.8	754	2.5	802	15.9	29.0	i	-1.2	10.8%	2.1	1.2	9.2	-0.0465	-0.333	0.265	0.327
Cc1nc(S(=O)(=O)Cc2ccccc2)nc2c1CCC2	0	1556	i	3.6	743	-0.3	1436	3.7	0.7	i	-44.5	-10.6%	2.7	1.4	8.0	-0.811	-0.304	-0.302	1.14
Cc1c(NC(=O)C2CC(c3cccc(Br)c3)=NO2)c(=O)n(-c2ccccc2)n1C (stereo not drawn)	-0.16	1647	i	6.3	635	-3.4	1090	0.4	-0.5	i	9.7	6.5%	1.8	1.3	3.0	-0.741	-0.246	-0.283	0.557
Cc1cccc(NC(=S)NC(=O)c2ccco2)n1	·	·	i	-12.1	517	-0.3	971	-8.4	7.0	i	-5.8	-6.5%	1.4	3.5	4.0	-0.159	-0.215	-0.218	0.523
Cc1nc2ccccc2c2nc(NC(=O)C(F)(F)F)nn12	0.16	1603	i	7.4	737	2.4	900	0.7	-6.9	i	0.9	3.0%	4.2	2.3	8.8	0.604	0.0523	0.369	0.455

Additional results
SMILES	Insulin prom up	Insulin prom up cell count	Yfh1-off respiration	Lipid droplet	Lipid droplet cells 6.5 µM	b-catenin transl	b-catenin transl cell count 5 µM	WT yeast gro inh	WT yeast gro inh mutant strain	Autophagy mod	Autophagy mod cell loss 18 h	NOD2 inhibition	MT stabilizer	MT stabilizer Hoechst-high %	MT stabilizer cytotoxicity %	Dynein cargo inh	Dynein cargo inh cytoplasmic EGFP	Dynein cargo inh nuclear GR-EGFP	Dynein cargo inh cell count
COc1ccc(NS(=O)(=O)c2cc(S(C)(=O)=O)ccc2C)cc1	0.1	1260	i	-18.0	614	1.1	909	-7.4	-10.7	i	-4.5	13.1%	3.9	3.3	4.6	-0.698	-0.236	-0.798	0.975
CN(CCCNC(=O)CSc1cc(=O)n(C)c2ccc(Cl)cc12)Cc1ccccc1	-0.38	1297	i	-18.0	709	-0.3	1077	-0.6	-0.9	i	11.2	0.6%	1.9	2.0	6.4	0.178	-0.325	-0.141	0.567
Cc1onc(-c2ccccc2)c1C(=O)c1c[nH]c(C(=O)NCc2ccncc2)c1	-0.18	1285	i	-5.2	691	-0.4	1131	0.3	32.7	i	0.7	18.3%	5.7	2.5	6.3	-1.09	-0.185	-0.388	-1.36
CN1CCN(S(=O)(=O)c2ccc3c(c2)NC(=O)C2CCCN32)CC1 (stereo not drawn)	·	·	i	·	·	·	·	-22.2	-14.0	i	6.9	6.6%	3.3	1.7	6.7	-0.0388	-0.111	-0.162	-1.36
COc1ccc(OCC(O)CON2C(=O)c3ccccc3C2=O)cc1 (stereo not drawn)	-1.41	1209	i	7.4	673	·	·	-7.5	2.8	i	-0.7	-2.8%	4.1	0.9	7.9	1.62	-0.278	-0.109	-0.192
COc1ccc(/C=N/N2CCOCC2)cc1Cn1cc([N+](=O)[O-])cn1	-0.23	1095	i	-2.3	711	0.3	1289	·	·	·	·	-5.0%	·	·	·	-1.25	-0.274	-0.574	1.26
CCc1cccc(CC)c1NC(=O)CN1CCN(c2ccccc2)CC1	-0.12	1287	i	·	·	-3.0	1200	-3.9	0.1	i	3.8	2.4%	4.9	2.9	9.4	2.32	-0.0941	1.29	-1.67
CN(C(=O)c1ccncc1)c1ccccc1	-0.14	992	i	10.6	757	0.0	1366	·	·	·	·	9.9%	·	·	·	-0.744	-0.673	-0.215	-0.299
O=C(CSc1ccc(Br)c2cccc(Cl)c12)Nc1ccc(S(=O)(=O)Nc2nccs2)cc1	-0.34	1441	i	-10.8	685	0.1	1606	7.3	-8.8	i	9.5	-31.4%	4.8	2.5	4.8	0.619	-0.303	0.984	-1.08
CC1=CC(C)C2(CO)COC(c3ccc(O)cc3)C1C2C (stereo not drawn)	0.6	1557	i	0.3	673	-1.8	981	6.9	6.1	i	-23.7	-2.8%	1.6	1.5	12.8	0.947	-0.28	0.462	-0.319
O=C(Nc1cccc(Cl)c1)c1ccc2c(c1)SC1=NS(=O)(=O)CCN12	0.03	1445	i	·	·	0.3	1523	1.8	6.4	i	11.6	12.4%	1.0	2.4	6.5	-0.512	-0.206	0.0263	-0.132
CC(=O)N1CCN(Cc2ccc(Br)s2)CC1	0.98	1154	i	11.4	746	·	·	-1.2	10.8	i	-40.5	-5.1%	1.2	2.4	9.1	0.0702	-0.267	0.68	-0.301

Not all compounds are listed; rates above refer to the full screens.
